# From PubChem
# NFkB transloc pot: enhances IL-1B driven NFkB nuclear translocation; HUVEC IL-1B NFkB p65 nuclear translocation imaging; 94,000 compounds, 0.3% hits; activation, % at 2 µM;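 active means activation above 40%, about the mean plus 3 SD, also judged a hit on visual image review; inconclusive means activation above 40% but not a hit on visual review; inactive means activation not above 40% and no visual hit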;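 further: percent activation is computed from the nuclear over cytoplasmic p65 intensity ratio; values of inactives mirror those of a sister screen read the other way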
# PLAP inhibitors HTS: inhibition of human placental alkaline phosphatase – biochemical, luminescence, HTS (AID 690); purified PLAP, luminescent substrate; higher % means a stronger effect; one-dose inhibition, % at 20 µM; IC50 in µM for titrated hits; 96,000 compounds, 0.08% hits; in the data active means a potency from the dose series; inactive means the rest, 99 in 100 with inhibition below about 30%; further: strong numbers were not always called active
# IL1B NFkB inh: blocks IL-1B driven NFkB nuclear translocation in HUVEC cells; 94,000 compounds, 0.43% hits; AID 796; inhibition, % at 2 µM; HUVEC IL-1B NFkB p65 nuclear translocation imaging;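 active means inhibition above about 30% together with a positive call from visual inspection of the well image, limit read from the data; inconclusive means inhibition above a set limit but visual check negative; inactive means inhibition not above a set limit, visual check negative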;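 further: nuclear over cytoplasmic p65 intensity ratio measured by imaging; 0% = IL-1B stimulated DMSO wells and 100% = unstimulated DMSO wells; values of inactives mirror those of a sister screen read the other way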
# MRP resist rev: compounds reversing MRP-mediated drug resistance; AID 602; H69AR cells + 2 uM doxorubicin, CellTiter-Glo, 72 h; differential viability (reversal), % at 10 µM; 85,000 compounds, 0.04% hits;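 active means viability drop by adding the cancer drug above about 55%, with treated viability meeting a 40% cutoff, limit read from the data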;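 further: viability without doxorubicin minus viability with 2 µM doxorubicin for each compound; larger differential means the compound sensitizes cells more to doxorubicin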
# Bcl-B TR3 displacers: displacers of TR3 peptide from Bcl-B, primary screen, selectivity assay for Bfl-1 inhibitor project, biochemical, fluorescence polarization; FP displacement of FITC-TR3 peptide from Bcl-B; higher % means a stronger effect; displacement, % at 20 µM, or IC50 in µM where a hit was titrated; 96,000 compounds, 0.11% hits; AID 748;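 active means displacement above 50% at 20 µM plus a fluorescence interference ratio under 1.5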;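 further: plate controls were wells without compound for no effect and wells lacking Bcl-B protein for full effect; a part of the inactive calls stands beside numbers as strong as those of hits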
# MRP resist rev cytotoxicity: also measured in MRP resist rev; calls as there; viability, %; H69AR cells, CellTiter-Glo, 72 h; measured here: cytotoxicity without doxorubicin
# MRP resist rev with doxorubicin: recorded beside MRP resist rev, whose call it bears; viability, %; measured here: viability with 2 uM doxorubicin; hits give low values
# IL1B NFkB inh cell count 2 µM: second read-out of IL1B NFkB inh, no call of its own (marks repeat the call); cell count; measured here: cells passing quality filter;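 raw number of nuclei counted in each imaged well without normalization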
# NFkB transloc pot cell count 2 µM: second read-out of NFkB transloc pot, no call of its own (marks repeat the call); cell count; measured here: cells passing quality filter
# An asterisk follows results filed as active; ? = inconclusive; / = not tested or not shown.
SMILES,NFkB transloc pot,NFkB transloc pot cell count 2 µM,PLAP inhibitors HTS,IL1B NFkB inh,IL1B NFkB inh cell count 2 µM,MRP resist rev,MRP resist rev cytotoxicity,MRP resist rev with doxorubicin,Bcl-B TR3 displacers
OC(CN1CCN(c2ccccc2)CC1)c1ccc2c(c1)CCN2 (centres undefined),0,37,-18%,0,37,-13,63,76,-2%
C=CCc1cc(C)ccc1OCCn1ccnc1,-1,168,13%,1,168,10,88,79,16%
Cc1cc(C)nc(N2CCCC(C(=O)Nc3nnc(C(C)C)s3)C2)n1 (centres undefined),11,100,/,-11,100,4,89,84,/
Cn1ncc(Cl)c1C(=O)NC(=S)Nc1sc2c(c1C#N)CCCCC2,21,114,0%,-21,114,/,/,/,-6%
CC1CCc2nc3ccc(S(=O)(=O)N4CCC(C(=O)NC5CCCC5)CC4)cc3c(C(=O)O)c2C1 (centres undefined),16,50,-45%,-16,50,-4,86,90,-3%
CCCCOC(=O)n1c(SCC(=O)N(C)C)nc2ccccc21,-2,107,-73%,2,107,5,93,88,4%
COC(=O)[C@H](Cc1ccccc1)NC(=O)N1CCC(C)CC1,10,82,-5%,-10,82,3,96,93,2%
CCCCCCC1NC(C(=O)O)CS1 (centres undefined),-9,99,-10%,9,99,/,/,/,3%
CCCCOc1cccc(OCCCC)c1C(=O)Nc1cc(C)on1,8,122,22%,-8,122,3,64,60,-9%
CC1(C)CC(NC(=O)CCC2CCCC2)CC(C)(C)N1,8,91,28%,-8,91,0,99,99,0%
CC1=C(C(=O)N2CCCCCC2)C2(CCC(C)CC2)OC1=O (centres undefined),5,119,-12%,-5,119,3,99,95,4%
Cc1ccc2ncnc(Nc3ccc(C)c(C)c3)c2c1,12,201,5%,-12,201,3,72,69,5%
C=CCOC(=O)C(C#N)c1nc2ccccc2nc1N1CCN(Cc2ccccc2)CC1 (centres undefined),/,/,-45%,/,/,-9,85,94,43%
Cn1c(CSc2ncccn2)nnc1SCC(=O)N1CCCc2ccccc21,/,/,-15%,/,/,-5,82,86,-14%
CCOc1ccc2c(c1)nc(SCC(=O)c1ccc(Br)s1)n2C,-3,159,-6%,3,159,/,/,/,0%
O=C(Nc1nnc(C23CC4CC(CC(C4)C2)C3)s1)c1ccc(N2C(=O)CCC2=O)cc1,-13,175,-1%,13,175,-15,68,83,-1%
Cc1cc(NS(=O)(=O)c2ccc(NC(=O)C(c3ccccc3)c3ccccc3)cc2)no1,5,159,-75%,-5,159,7,99,92,4%
Cc1cc(C)cc(N=C(NO)c2cccc([N+](=O)[O-])c2)c1,-30,126,1%,?,/,/,/,/,-2%
COc1cccc(OC)c1OCCCN1CCOCC1,10,180,0%,-10,180,/,/,/,-2%
CC/C(C)=C1\SC(N2CCN(C(C)=O)CC2)=NC1=O,/,/,-14%,/,/,6,84,79,-6%
O=S(=O)(c1ccc2ccccc2c1)n1cnc2ccccc21,18,111,-6%,-18,111,10,98,88,0%
CC(=O)Nc1cc(S(=O)(=O)Nc2ccccc2C)c(C)cc1C,21,127,3%,-20,127,/,/,/,-3%
CN1CCN(C(=O)c2cc3nc(-c4ccc(F)cc4)cc(C(F)(F)F)n3n2)CC1,-1,82,-33%,1,82,14,105,90,9%
O=c1c2cnn(-c3ccccc3)c2nc(-c2cccs2)n1-c1ccc(Cl)cc1,6,84,-8%,-6,84,/,/,/,-15%
Cc1nc(SCC(=O)N2CCOCC2)c2ccsc2n1,0,188,-11%,0,188,0,84,84,5%

# Ordered by molar mass (falling): three of the compounds above.
SMILES,NFkB transloc pot,NFkB transloc pot cell count 2 µM,PLAP inhibitors HTS,IL1B NFkB inh,IL1B NFkB inh cell count 2 µM,MRP resist rev,MRP resist rev cytotoxicity,MRP resist rev with doxorubicin,Bcl-B TR3 displacers
CCCCOc1cccc(OCCCC)c1C(=O)Nc1cc(C)on1,8,122,22%,-8,122,3,64,60,-9%
O=S(=O)(c1ccc2ccccc2c1)n1cnc2ccccc21,18,111,-6%,-18,111,10,98,88,0%
Cc1ccc2ncnc(Nc3ccc(C)c(C)c3)c2c1,12,201,5%,-12,201,3,72,69,5%

# Additional records.
SMILES,NFkB transloc pot,NFkB transloc pot cell count 2 µM,PLAP inhibitors HTS,IL1B NFkB inh,IL1B NFkB inh cell count 2 µM,MRP resist rev,MRP resist rev cytotoxicity,MRP resist rev with doxorubicin,Bcl-B TR3 displacers
C=CCn1c(=O)c2c(nc3n2CCN3c2cccc(Cl)c2C)n(C)c1=O,8,124,-12%,-8,124,-4,68,73,0%
Cc1nnc(SC(C)C(=O)Nc2ncc(Cl)cc2Cl)n1Cc1ccccc1 (centres undefined),-7,150,-30%,7,150,7,98,91,21%
CCN1CCN(c2nn3c(=O)c4ccccc4nc3c3ccccc23)CC1,10,125,-54%,-10,125,/,/,/,-7%
O=C(CNc1ccccc1)N/N=C/c1ccc([N+](=O)[O-])o1,4,129,18%,-4,129,/,/,/,2%
Cc1ccccc1CS(=O)(=O)Cc1ccc(C(=O)NCCCN2CCOCC2)o1,4,156,21%,-4,156,5,93,88,-7%
CC(=O)/C(C#N)=C1\NC(=O)C(Cc2ccccc2)S1 (centres undefined),8,143,/,-8,143,7,119,112,-15%
COc1cc(OC)nc(NC(=O)CSc2nc3ccccc3o2)n1,8,94,14%,-8,94,5,101,95,-6%
O=C(CCn1nnc2ccccc2c1=O)NCC1CCC(C(=O)O)CC1 (centres undefined),6,127,12%,-6,127,4,92,89,-7%
CCOc1ccc(S(=O)(=O)Nc2nc3ccc(OC)cc3s2)cc1,-1,167,-70%,1,167,/,/,/,8%
O=C(CSc1nnc2n(C3CCCC3)c(=O)c3ccccc3n12)N1CCCCCC1,1,130,-58%,-1,130,-2,80,83,14%
COc1cc(NC(=O)C2CCCCC2)c(OC)cc1NC(=O)CCC(=O)NCc1ccco1,8,169,-18%,-8,169,-5,100,106,0%
CCC(OC(=O)c1nsc(Cl)c1Cl)C(=O)NCc1cccs1 (centres undefined),24,125,/,-24,125,-15,106,120,/
O=C(O)CCNS(=O)(=O)c1ccc(Oc2ccccc2Cl)cc1,-15,167,-29%,15,167,/,/,/,17%
COc1cc2cc(CN(CCO)C(=O)c3cccs3)c(=O)[nH]c2cc1OC,-2,69,1%,2,69,9,93,83,45%
COC(=O)C1OC2(OC1C(=O)OC)c1ccccc1-c1ccccc12 (centres undefined),-3,164,-7%,3,164,11,98,86,-1%
Cc1cc(=O)oc(C)c1C(=O)Nc1ccc(Cl)cn1,6,94,14%,-6,94,-31,73,104,-2%
CCOc1ccccc1N1C(=O)c2cccnc2C1=O,29,190,5%,-29,190,3,99,96,-2%
COc1ccc(C(=O)c2sc3nc(-c4ccccc4)ccc3c2N)cc1OC,0,140,-3%,0,140,/,/,/,-269%
CC(C)N(C(=O)CSc1nnnn1C1CCCC1)C(C)C,-6,101,-13%,6,101,-6,98,104,-10%
CC1(CCC#N)N=C(SCCC#N)N(c2ccccc2)C1=O (centres undefined),1,71,3%,-1,71,-19,94,113,-7%
CCOc1ccccc1OCCOc1ccccc1CC,4,138,6%,-4,138,/,/,/,-6%
CCCNC(=O)Cn1cnc2sc(C(=O)N3CCN(CCC)CC3)c(C)c2c1=O,/,/,-18%,/,/,-5,94,100,-6%
O=C(Cc1ccc(Nc2nc3ccc(Br)cc3[nH]2)cc1)NCCc1cccs1,2,200,-62%,-2,200,/,/,/,0%
Cc1ccccc1-c1nc(CN2CCC(C(=O)N3CCN(c4ccccn4)CC3)CC2)c(C)o1,0,177,-76%,0,177,-19,55,74,4%
COc1ccccc1NC(=O)C1CC(=O)OC1c1ccccc1 (centres undefined),-1,85,0%,1,85,4,100,97,-3%
# Next part.
SMILES,NFkB transloc pot,NFkB transloc pot cell count 2 µM,PLAP inhibitors HTS,IL1B NFkB inh,IL1B NFkB inh cell count 2 µM,MRP resist rev,MRP resist rev cytotoxicity,MRP resist rev with doxorubicin,Bcl-B TR3 displacers
CCN(CC)c1ncccc1C(=O)NCc1cccs1,-3,198,14%,3,198,0,88,88,4%
Cc1ncc(N=Nc2ccccc2)c(-c2ccccc2)n1,17,132,3%,-17,132,/,/,/,-5%
Cc1ccc(NC(=O)c2cccc(OCc3c(C)noc3C)c2)cc1,11,58,-33%,-11,58,-16,47,63,-8%
CC(=O)Nc1c(O)nc(SCC(=O)Nc2nnc(CC(C)C)s2)[nH]c1=O,-3,100,/,4,100,-9,84,93,/
O=C(Nc1nc(=S)ss1)c1ccc(Cl)cc1Cl,-1,131,-5%,1,131,3,96,92,4%
CCC1CCCCN1CCn1c(=S)[nH]c2cc(OC)c(OC)cc2c1=O (centres undefined),-8,112,-38%,8,112,1,84,83,-20%
O=C(CSc1nc(-c2ccccc2)cc(C(F)(F)F)n1)N1CCOCC1,-10,114,-14%,10,114,-5,67,72,-6%
Cc1ccc2c(c1)N(CC(=O)NC1CCC(C)CC1)C(=O)CO2 (centres undefined),7,163,5%,-7,163,10,94,84,0%
CC(=O)N1CCN(CC(=O)Nc2c(Cl)cc(Cl)cc2Cl)CC1,/,/,-48%,/,/,-1,94,95,-10%
COc1ccc(Br)cc1C(=O)NCc1cccnc1,-3,92,0%,3,92,-1,72,73,3%
COc1cccc(OC)c1C(=O)OCC(=O)Nc1ccc(OC(F)(F)F)cc1,3,172,-76%,-3,172,/,/,/,-11%
CCn1c(=O)cc(OCC(=O)Nc2cc(C)ccn2)c2ccccc21,2,161,/,-2,161,-6,93,99,/
Cc1ccc2c(c1)CCCN2C(=O)C1CCCO1 (centres undefined),10,141,-6%,-10,141,8,99,91,2%

# Quoted from the entries so far for reference:
SMILES,NFkB transloc pot,NFkB transloc pot cell count 2 µM,PLAP inhibitors HTS,IL1B NFkB inh,IL1B NFkB inh cell count 2 µM,MRP resist rev,MRP resist rev cytotoxicity,MRP resist rev with doxorubicin,Bcl-B TR3 displacers
Cc1ccccc1-c1nc(CN2CCC(C(=O)N3CCN(c4ccccn4)CC3)CC2)c(C)o1,0,177,-76%,0,177,-19,55,74,4%
COc1ccccc1NC(=O)C1CC(=O)OC1c1ccccc1 (centres undefined),-1,85,0%,1,85,4,100,97,-3%
CCN(CC)c1ncccc1C(=O)NCc1cccs1,-3,198,14%,3,198,0,88,88,4%
Cc1ncc(N=Nc2ccccc2)c(-c2ccccc2)n1,17,132,3%,-17,132,/,/,/,-5%
Cc1ccc(NC(=O)c2cccc(OCc3c(C)noc3C)c2)cc1,11,58,-33%,-11,58,-16,47,63,-8%
CC(=O)Nc1c(O)nc(SCC(=O)Nc2nnc(CC(C)C)s2)[nH]c1=O,-3,100,/,4,100,-9,84,93,/
O=C(Nc1nc(=S)ss1)c1ccc(Cl)cc1Cl,-1,131,-5%,1,131,3,96,92,4%
CCC1CCCCN1CCn1c(=S)[nH]c2cc(OC)c(OC)cc2c1=O (centres undefined),-8,112,-38%,8,112,1,84,83,-20%
O=C(CSc1nc(-c2ccccc2)cc(C(F)(F)F)n1)N1CCOCC1,-10,114,-14%,10,114,-5,67,72,-6%
Cc1ccc2c(c1)N(CC(=O)NC1CCC(C)CC1)C(=O)CO2 (centres undefined),7,163,5%,-7,163,10,94,84,0%
CC(=O)N1CCN(CC(=O)Nc2c(Cl)cc(Cl)cc2Cl)CC1,/,/,-48%,/,/,-1,94,95,-10%
COc1ccc(Br)cc1C(=O)NCc1cccnc1,-3,92,0%,3,92,-1,72,73,3%
COc1cccc(OC)c1C(=O)OCC(=O)Nc1ccc(OC(F)(F)F)cc1,3,172,-76%,-3,172,/,/,/,-11%
CCn1c(=O)cc(OCC(=O)Nc2cc(C)ccn2)c2ccccc21,2,161,/,-2,161,-6,93,99,/
Cc1ccc2c(c1)CCCN2C(=O)C1CCCO1 (centres undefined),10,141,-6%,-10,141,8,99,91,2%

# An excerpt; the hit share may differ from the screen's.
